FXIa inh: blocks human coagulation factor XIa protease activity | P03951 | purified FXIa, Boc-Glu-Ala-Arg-AMC fluorogenic substrate | inhibition, % at 5 µM | 220,000 tested, 0.14% active | AID 798;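 active means inhibition of at least 40%; inactive means inhibition below 40%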;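 further: fluorescence of freed AMC excited at 355 nm; 0% = enzyme without compound and 100% = no enzyme blank; many of its hits are not listed in these tables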
PERK inhibitor: human PERK inhibition, primary cell-based screen. AID 1416. inhibition, % at 5.6 µM. 220,000 tested, 0.17% active. Q9NZJ5. CHO PERK-DD fusion, SEAP luminescence translation reporter;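 active means inhibition above the mean inhibition of all tested compounds plus 3 SD, set separately per screening campaign, cut at about 2.9% in these data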;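 further: PERK kinase domain activated by AP20187 dimerizer at 100 nM; 0% = DMSO with dimerizer and 100% = rapamycin at 8.4 µM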
Furin inh: blocks human furin protease activity | P09958 | purified furin, fluorogenic substrate cleavage | inhibition, % at 30 µM | 220,000 tested, 0.061% active | AID 463115; in the data active means inhibition above about 25%; further: inactives centre near -15
Wee1 stabilizer: inhibitors of human Wee1 degradation; P30291; HeLa Luc-Wee1K328M stability, luciferase luminescence; 100% = proteasome inhibitor MG132 effect; reporter increase, % at 5 µM; 220,000 tested, 1.2% active; AID 1321;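 active means activation above the mean of all tested compounds plus 3 SD, set per screening run, cut at about 8.8% in these data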;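 further: cells exposed to compound for 20 h before luminescence read; 0% = DMSO alone and 100% = MG132 at 30 µM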
p97 ATPase inh: inhibitors of human p97 ATPase | 220,000 tested, 0.42% active | AID 1481 | recombinant p97 ATPase, Kinase-Glo ATP luminescence, 3 h | inhibition, % at 8 µM; in the data active means inhibition above about 15%;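 further: 0% = DMSO vehicle and 100% = wells lacking enzyme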
FXIIa inh 1536: factor XIIa (human) inhibition; P00748; 220,000 tested, 0.3% active; purified FXIIa, Boc-QGR-AMC fluorogenic substrate, 2 h; inhibition, % at 5 µM; in the data active means inhibition above about 40%;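 further: 0% = enzyme with no compound and 100% = blank without enzyme; many of its hits are not listed in these tables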
Target sequence (P00748 20-372 limits assumed): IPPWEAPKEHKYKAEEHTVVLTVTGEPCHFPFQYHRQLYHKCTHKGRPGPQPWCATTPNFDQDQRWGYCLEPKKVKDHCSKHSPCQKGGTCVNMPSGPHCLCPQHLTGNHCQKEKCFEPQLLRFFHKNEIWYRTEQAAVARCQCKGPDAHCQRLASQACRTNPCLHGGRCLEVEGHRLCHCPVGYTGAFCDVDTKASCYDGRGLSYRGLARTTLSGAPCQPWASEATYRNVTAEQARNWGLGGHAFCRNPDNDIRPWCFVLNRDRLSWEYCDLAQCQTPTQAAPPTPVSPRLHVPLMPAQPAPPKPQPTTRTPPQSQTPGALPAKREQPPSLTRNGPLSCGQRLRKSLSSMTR
Target sequence (P00748 373-615 limits assumed): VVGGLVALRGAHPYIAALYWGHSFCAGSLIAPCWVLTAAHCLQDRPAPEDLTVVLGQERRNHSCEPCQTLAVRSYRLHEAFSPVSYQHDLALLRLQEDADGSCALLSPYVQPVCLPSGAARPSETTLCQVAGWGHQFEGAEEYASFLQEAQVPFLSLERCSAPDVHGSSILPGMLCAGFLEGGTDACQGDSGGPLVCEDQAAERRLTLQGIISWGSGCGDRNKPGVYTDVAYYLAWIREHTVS
KLK5 inh: blocks human kallikrein 5 protease activity | recombinant hK5, fluorogenic AMC substrate cleavage | Q9Y337 | inhibition, % at 5 µM | 210,000 tested, 0.59% active;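 active means inhibition of 40% or more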;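 further: 0% = enzyme controls without compound and 100% = no-enzyme blanks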
Target sequence (Q9Y337 67-293 limits assumed): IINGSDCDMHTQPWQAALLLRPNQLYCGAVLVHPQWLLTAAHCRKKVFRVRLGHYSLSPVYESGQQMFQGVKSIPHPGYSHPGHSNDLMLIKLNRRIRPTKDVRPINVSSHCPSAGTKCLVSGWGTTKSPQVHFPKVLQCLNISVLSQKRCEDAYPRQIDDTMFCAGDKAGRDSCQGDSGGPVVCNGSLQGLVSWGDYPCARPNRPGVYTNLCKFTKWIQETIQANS
thrombin 1536: thrombin (human) inhibition. P00734. alpha-thrombin, Boc-VPR-AMC fluorogenic substrate cleavage. inhibition, % at 5 µM. 220,000 tested, 0.26% active. AID 1046;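 active means inhibition at or above 40%; inactive means inhibition below 40%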;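 further: 0% = enzyme with no compound and 100% = wells without enzyme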
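Material: Human alpha-thrombin protein | Buffer or medium: pH 7.5 Tris-saline with Tween 20 | Reagent: Boc-VPR-AMC substrate, 15 µM final | Schedule: Reaction at ambient temperature | Detection: AMC fluorescence at 355 nm excitation and 460 nm emission | Evaluation: Percent inhibition scaled between no-compound controls and no-enzyme blanks | Controls: no-compound enzyme wells and no-enzyme blanks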
KCC2 mod: KCC2 (human) Cl- transport modulation; KCC2 cells, thallium flux FluoZin-2 fluorescence; 190,000 tested, 2.2% active; B-score of Tl+ flux slope (higher = more flux/activation; lower = inhibition) at 10 µM; Q9H2X9;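 active means thallium flux slope and its plate-corrected score both differing from the plate sample mean at a set confidence after two filtering rounds, in either direction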;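 further: slope of fluorescence scaled to starting intensity during 10 to 20 s after thallium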
Starred values were filed as active, the others as inactive; / = no result given; [ ] = dose if it differs, or a comment.

item	structure	FXIa inh	PERK inhibitor	Furin inh	Wee1 stabilizer	p97 ATPase inh	FXIIa inh 1536	KLK5 inh	thrombin 1536	KCC2 mod
1	Cc1ccc(OCC(=O)N2CCN(c3nnc(-c4ccccc4)c4ccccc34)CC2)cc1	-1	-1.4	-22[20 µM]	-1	-4	13	2	1	-2.3
2	O=C(Nc1ccccc1F)Nc1cccc2ccc(O)cc12	-2	1.7	-20	-2	10	7	-2	-2	1.6
3	Cc1cc(C(=O)OC(C(=O)Nc2cccc(C(F)(F)F)c2)c2ccccc2)c(C)o1 (centres undefined)	0	0.4	-23	3	6	11	-3	-6	-0.94
4	COc1cc(C(=O)NCCc2ccc(S(=O)(=O)N3CCCC3)cc2)cc(OC)c1OC	-5	-0.1	-19	-1	-1	4	-3	-9	-0.32
5	Cc1cccnc1Nc1nc(-c2ccccn2)cs1	-1	-2.8	-7[20 µM]	3	-1	16	-34	6	-0.014
6	CCc1ccc(C2C(C#N)=C(N)N(N3CCOCC3)C3=C2C(=O)CC(C)(C)C3)s1 (centres undefined)	-3	0.5	-23	2	3	6	1	-5	0.47
7	Cc1ccc(-n2ncc3c(Nc4cccc(C(=O)O)c4)ncnc32)cc1	-4	-1.5	-4[20 µM]	-1	-6	-5	-23	-4	/
8	COc1ccccc1NC1SC(=O)N(c2ccccc2)C1=O (centres undefined)	6	0.8	-25	0	9	17	-3	-6	2.3
9	c1ccc(-c2ccccc2-n2cnnn2)cc1	8	0.6	-5	6	4	11	-6	3	-0.32
10	CC(C)n1nnnc1-c1ccc(Cl)cc1	7	-0.5	-8	-3	3	10	-4	0	0.96
11	Cc1sc(NC(=O)/C=C/c2ccc3c(c2)OCO3)nc1-c1ccccc1	8	0.8	-18	2	7	3	-4	2	-0.75
12	Cc1c(C(=O)NC(=S)Nc2ccc(N3CCOCC3)cc2)cccc1[N+](=O)[O-]	3	0.9	-16	-1	2	11	4	-8	0.0028
13	Nc1cccc(-n2nncc2-c2ccc(Cl)cc2)c1	5	-0.6	0	2	-6	19	4	2	-0.045
14	Cc1ccc(S(=O)(=O)N2CCCCC2)cc1NC(=O)COC(=O)Cc1ccc(Cl)cc1	18	1.2	-9	-3	0	25	-21	-2	-1.5
15	Cc1nn2c(=O)c(NC(=O)c3ccc(F)cc3)cnc2s1	-2	-0.4	-12[20 µM]	2	1	9	4	-4	0.4
16	O=[N+]([O-])c1ccc(C[n+]2cc(-c3ccccc3)n3c2CCCCC3)cc1	-8	1.5	-18	2	3	8	/	-4	0.76
17	Cc1nc(S(=O)(=O)c2ccc(Cl)cc2)c(NCc2ccccc2)o1	5	0.8	-11	1	-4	12	-3	1	-4.7
18	Cc1ccc(NNC(=O)c2ccc(Cl)cc2)nn1	-4	1.9	-20	0	7	6	-7	1	0.29
19	CN(Cc1nc2ccccc2n1C)S(C)(=O)=O	-9	-0.5	-15[20 µM]	1	-5	1	10	-5	-0.26
20	Cc1nnc(NC(=O)C2c3ccccc3Oc3ccccc32)s1	10	0.2	-9[20 µM]	0	4	17	-3	3	-0.51
21	Cn1ncc2c(NNC(=O)c3ccc(Cl)c(Cl)c3)ncnc21	-1	0.4	-8	-1	-2	8	-7	-2	0.37
22	O=c1c2cnn(-c3ccccc3)c2nc(-c2ccco2)n1-c1ccccc1	-10	0.6	0[20 µM]	-1	2	-15	-7	-9	/
23	COc1ccc(OC)c(Cc2nnc(CCC(=O)NCc3ccsc3)o2)c1	0	0.6	-26	0	5	10	2	-6	-0.1
24	COc1ccc(C2OC(=O)CC2C(=O)NC2CCCCCC2)cc1OC (centres undefined)	2	-0.8	2	5	2	10	-14	-3	/
25	O=c1c(Cc2ccccc2)c(O)ccn1C1CCCCCCC1	-5	2.0	-30	-1	2	-6	-18	3	1.7
26	COCCNC(=O)c1cc(-c2cccs2)on1	4	0.9	-15	-3	3	13	-10	0	1.1
27	CC(=O)c1sc2nsc(SCCN3CCCCC3)c2c1N	-8	0.7	-20	3	0	4	7	0	0.11
28	COc1cccc(-c2[nH]nc3c2C(c2ccc(C)o2)C(C#N)=C(N)O3)c1 (centres undefined)	2	0.9	7[20 µM]	1	5	12	6	8	-0.016
29	COc1ccc(S(=O)(=O)n2ccc(-c3cnc(-c4ccccc4)s3)n2)cc1	-2	-0.6	-18[20 µM]	9	1	5	-26	-3	/
30	O=C(c1cccs1)N1CCN(Cc2cccnc2)CC1	2	/	/	/	/	5	-7	-5	/
31	CCn1nnnc1SCC(=O)NC1CCCC1	3	0.9	-12[20 µM]	-1	1	15	-2	4	0.67
32	O=C(CNCCCO)Nc1cc(C(F)(F)F)cc(NC(=O)CNCCCO)c1Cl	4	1.0	-13	-3	-3	6	-10	-5	0.52
33	O=C(c1cc2c(s1)-c1ccccc1OC2)N1CCN(c2ccccn2)CC1	-2	0.7	-50	-2	-2	1	-1	0	/
34	CN1CCN(c2ccc(Cl)cc2NS(=O)(=O)c2ccccc2Cl)CC1	-2	-1.3	-22	3	-2	2	-7	-6	-0.01
35	O=C(CN(C(=O)CNC(=O)c1ccco1)c1ccc2c(c1)OCCO2)NC1CCCC1	-6	0.8	-9	-3	-2	8	-4	-15	1.3
36	Cc1ccc(Oc2nc3ccccn3c(=O)c2/C=C(\C#N)C(=O)NC2CCS(=O)(=O)C2)cc1 (centres undefined)	1	0.8	-6	3	6	5	-2	-6	0.62
37	CC1CCc2nc3ccccc3c(C(=O)OCC(=O)NC3CCS(=O)(=O)C3)c2C1 (centres undefined)	2	-0.2	-18	-5	2	9	1	-7	0.23
38	O=C(Cc1cccs1)N/N=C/c1ccco1	2	0.7	-13	1	1	9	-5	-6	-0.0064
39	CN(C)C(=O)N1CCCC(C(=O)NCc2ccc(F)cc2Cl)C1 (centres undefined)	-3	0.7	-24	2	5	7	-13	-4	0.55
40	Cc1nn2c(NCc3ccccn3)cc(C(C)C)nc2c1-c1ccccc1	-6	0.1	-13	1	4	-1	-18	-3	0.1
41	COc1ccc(NC(=O)COC(=O)C2CCN(S(=O)(=O)c3cccs3)CC2)cc1	-1	0.9	-16	1	0	14	2	-5	0.14
42	c1ccc(CSc2ccc(-c3cccs3)nn2)cc1	-2	1.1	-16	-1	6	2	-4	-6	0.49
43	O=S(=O)(N/N=C/c1ccc(N2CCOCC2)cc1)c1ccc(Br)cc1	13	-0.3	-9	0	-3	12	/	2	-1.4
44	O=C(CN1C(=O)NC2(CCCCC2)C1=O)Nc1ccc(S(=O)(=O)N2CCOCC2)cc1	-18	0.6	-19[20 µM]	0	1	0	-12	-6	0.73
45	O=C(N/N=C/c1cc2ccccc2nc1Cl)[C@H]1C[C@@H]1c1ccccc1	-4	-0.5	-10	1	-5	-4	7	-5	-2.1
46	COc1ccc2c(c1)CCc1c(C(=O)N(C)c3ccccc3)noc1-2	-4	0.0	-18	-2	-6	-1	-20	0	-2.4
47	Cc1sc(NC(=O)CSc2nnc(C(C)C)n2C)c(C#N)c1C	6	-0.7	-15[20 µM]	-1	-3	13	-6	1	-0.54
48	Cn1c(=O)c2c(nc(N3CCCCCC3)n2CC(=O)c2ccccc2)n(C)c1=O	2	-1.1	-7	1	-11	12	3	1	0.61
49	CCCCC(=O)Nc1ccc2c(c1)nc1n2CCN(CCOC)C1	-4	0.7	-33	3	5	-1	12	-8	1.3
50	Cc1ccc(-n2nnc3c(SCC(=O)NCC4CCCO4)ncnc32)cc1 (centres undefined)	3	0.5	-13[20 µM]	-1	0	7	-18	1	-0.45

Next section
item	structure	FXIa inh	PERK inhibitor	Furin inh	Wee1 stabilizer	p97 ATPase inh	FXIIa inh 1536	KLK5 inh	thrombin 1536	KCC2 mod
51	O=c1[nH]c(SCc2ccc(F)cc2Cl)nc2ccccc12	1	0.6	-24	1	-1	10	1	4	-0.14
52	O=C(CN1CCN(c2ccc(F)cc2)CC1)OCc1ccccc1	7	1.0	-12[20 µM]	5	-2	8	-21	0	-0.86
53	CCn1cnc2sc(C(=O)N(Cc3ccc(N(C)C)cc3)Cc3ccco3)c(C)c2c1=O	1	-1.3	-13	-2	-6	11	-5	3	-0.018
54	COc1ccc(N2CCN(C(CNC(=O)c3ccc4c(c3)OCO4)c3ccco3)CC2)cc1 (centres undefined)	-6	0.2	-7	1	2	5	-11	0	0.7
55	Cc1c(NC(=O)c2cc(-c3cccs3)on2)c(=O)n(-c2ccccc2)n1C	12	0.7	-22	-1	9	-10	4	-6	-0.95

In the list so far, 6 have an aryl thioether with sulfur outside any ring.
item	structure	FXIa inh	PERK inhibitor	Furin inh	Wee1 stabilizer	p97 ATPase inh	FXIIa inh 1536	KLK5 inh	thrombin 1536	KCC2 mod
27	CC(=O)c1sc2nsc(SCCN3CCCCC3)c2c1N	-8	0.7	-20	3	0	4	7	0	0.11
31	CCn1nnnc1SCC(=O)NC1CCCC1	3	0.9	-12[20 µM]	-1	1	15	-2	4	0.67
42	c1ccc(CSc2ccc(-c3cccs3)nn2)cc1	-2	1.1	-16	-1	6	2	-4	-6	0.49
47	Cc1sc(NC(=O)CSc2nnc(C(C)C)n2C)c(C#N)c1C	6	-0.7	-15[20 µM]	-1	-3	13	-6	1	-0.54
50	Cc1ccc(-n2nnc3c(SCC(=O)NCC4CCCO4)ncnc32)cc1 (centres undefined)	3	0.5	-13[20 µM]	-1	0	7	-18	1	-0.45
51	O=c1[nH]c(SCc2ccc(F)cc2Cl)nc2ccccc12	1	0.6	-24	1	-1	10	1	4	-0.14

Source: PubChem BioAssay (several laboratories)
